Mot1-301 SUMO – inhibitors of SUMOylation pathway: yeast Mot1-301 growth rescue. AID 2716. 1% of 320,000 active. S. cerevisiae Mot1-301 growth rescue, ATP luminescence, 38.5C; percent above DMSO median, 100 means doubled. growth rescue, % at 18.8 µM;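 active = every valid replicate shows activation above 250% relative to neutral control wells; inactive = the rest, any valid replicate at or below 250%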;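 note: OY570 slx delta 5 strain wells were the positive control but not used for scaling; some compounds called inactive have numbers as strong as hits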
HTR5A ag – activates human HTR5A in OPRM1-OPRD1 agonist counter-screen; P47898; HTR5A agonist assay, luminescence, cell-based; activation, % at 9.3 µM; 0.61% of 340,000 active; AID 504692; in the data active = activation mostly above about 9.5%, no sharp cut-off; inactive = mostly below about 7.6%;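 note: 0% = cells with vehicle only and 100% = reference agonist; strong numbers were not always called active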
Target sequence (P47898 whole entry, looked up): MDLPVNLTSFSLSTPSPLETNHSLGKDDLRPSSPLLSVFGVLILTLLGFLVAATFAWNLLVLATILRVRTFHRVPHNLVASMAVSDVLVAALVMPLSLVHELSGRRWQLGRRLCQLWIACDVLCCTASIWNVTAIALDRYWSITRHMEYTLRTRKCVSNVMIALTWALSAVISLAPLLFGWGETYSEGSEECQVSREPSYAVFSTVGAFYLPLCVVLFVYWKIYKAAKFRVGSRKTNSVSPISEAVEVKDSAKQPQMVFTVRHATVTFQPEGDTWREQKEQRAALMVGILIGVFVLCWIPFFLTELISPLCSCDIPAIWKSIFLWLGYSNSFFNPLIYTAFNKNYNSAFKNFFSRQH
Pemphigus Ab inh – inhibitors of pemphigus antibody binding to human desmoglein-3 | P32926 | DSG3-coupled beads, scFv-anti-DSG3-GFP binding, flow cytometry; stronger effect = lower value | binding (percent of control), % at 10 µM | 0.48% of 310,000 active;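 active = binding more than 3 SD below its plate's average and above zero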;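 note: hits lower antibody fragment binding to DSG3; some compounds called inactive have numbers as strong as hits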
phage Ecoli inh – E. coli growth loss with phage present | growth absorbance | inhibition, % at 11.9 µM | 0.26% of 360,000 active | AID 651602; in the data active = inhibition above about 11%
PfHsp90 set2 – reduces growth (ATP signal) of yeast expressing P. falciparum Hsp90. inhibition, % at 9.4 µM. S. cerevisiae expressing PfHsp90, BacTiter-Glo ATP, 48 h; yeast lacking PDR1 and PDR3 efflux regulators. AID 504621. 0.32% of 310,000 active;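 active = every replicate shows inhibition above about 80%, whatever the replicate mean, limit read from the data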;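 note: 0% = DMSO neutral controls and 100% = 20 µM radicicol positive controls; yeast relying on Plasmodium falciparum Hsp90 in place of its own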
PKA-R1A act – PKA-R1A complex activation; PKA-R1A dissociation, Cy5-IP20 fluorescence polarization; scaled: DMSO 0%, 113 µM cGMP 100%; activation, % at 11.4 µM; 0.083% of 340,000 active; AID 504707;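 active = percent activation above the mean of all tested compounds plus 3 SD, cut at about 19% in these data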;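 note: higher means more PKAc released from R1A so a rise in polarization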
MOR-DOR ag – agonists of human mu-delta opioid receptor heterodimerization | cells, OPRM1-OPRD1 heterodimerization, luminescence | activation, % at 9.3 µM | 0.3% of 340,000 active; in the data active = activation above about 18%;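 note: 0% = vehicle-treated cells and 100% = reference agonist; values of inactives mirror those of a sister screen read the other way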
OPRM1-OPRD1 inv – mu-delta opioid heterodimer inverse agonism; cell-based MOR-DOR heterodimer luminescence; 0.21% of 340,000 active; inhibition, % at 9.3 µM; in the data active = inhibition above about 22%, passing the limit was not always enough;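 note: 0% = cells with DMSO and 100% = wells without cells with DMSO; values of inactives mirror those of a sister screen read the other way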
AddAB inh – less growth of phage-infected E. coli with AddAB | E. coli expressing H. pylori AddAB, absorbance growth | inhibition, % at 11.9 µM | 0.29% of 330,000 active; in the data active = inhibition above about 12%;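 note: 0% = vehicle wells of infected cells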
Ecoli viability – reduces bacterial viability in AddAB counter-screen | E. coli V3065 growth, OD600 absorbance, 18 h | inhibition, % at 11.9 µM | 0.27% of 330,000 active;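 active = inhibition above the campaign's mean inhibition across all tested compounds plus 3 SD, cut at about 9.9% in these data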;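 note: uninfected addAB+ strain grown without phage in ampicillin broth; 0% = DMSO wells and 100% = ciprofloxacin 0.95 µg/ml wells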
HTR5A inv ag – HTR5A inverse agonism, opioid heterodimer counter-screen | HTR5A cell line, luminescence | AID 504634 | P47898 | inhibition, % at 9.3 µM | 0.083% of 340,000 active; in the data active = inhibition mostly above about 23%, no sharp cut-off; inactive = mostly below about 18%;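 note: 0% = cells with DMSO and 100% = no-cell wells with DMSO; some compounds called inactive have numbers as strong as hits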
The depositor's hits bear a star; i = inactive; . = no result given.

SMILES	Mot1-301 SUMO	HTR5A ag	Pemphigus Ab inh	phage Ecoli inh	PfHsp90 set2	PKA-R1A act	MOR-DOR ag	OPRM1-OPRD1 inv	AddAB inh	Ecoli viability	HTR5A inv ag
Cc1nn(-c2ccc(N3CCCCC3)nn2)c(C)c1CCC(=O)Nc1ccccc1F	-4	-5	105	0.8	14	5	-0.3	1	2.9	-1.6	-9
CN(C(=O)CCc1nnc(CCCCc2ccccc2)o1)C1CCOCC1	5	2	99	1.5	-3	-16	0.4	-2	-0.1	-0.4	-5
Cc1cc(O)c(C=Nc2ccc(Cl)cn2)c(=O)o1	16	6	99	2.5	.	7	-2.4	12	5.4	1.2	-14
CN(CC(=O)Nc1ccccc1C(=O)NC1CC1)Cc1ccco1	102	-1	103	4.8	-14	-1	-3.0	12	1.6	-2.8	17
COc1cc(NS(=O)(=O)c2ccc(N/C=C\C(=O)c3ccc(OC)c(OC)c3)cc2)nc(OC)n1	16	3	117	4.0	19	-4	-1.7	9	8.0	6.6	2
CN(C(=O)COC(=O)C12CC3CC(CC(Cl)(C3)C1)C2)c1ccccc1	28	11*	99	-0.5	.	-1	4.4	-23	-1.8	-1.1	-40
CCN(C[C@H]1N[C@@](C)(C(=O)OC)[C@H]2C(=O)N(C)C(=O)[C@@H]12)S(=O)(=O)c1ccc(OC)cc1	.	-2	89	-1.8	15	-5	-2.1	10	2.7	1.1	7
CCOc1ccc2[nH]c(C(=O)N/N=C/c3ccccc3OC)cc2c1	-6	-2	111	3.3	0	-7	-4.3	19	3.0	-0.3	7
CCO[C@@H]1OC(C(=O)Nc2ccccc2)=C[C@H](c2ccc(C(F)(F)F)cc2)[C@H]1CCCO	10	4	102	2.6	5	-5	3.5	-19	0.3	-1.6	-25
Cc1ccc(NC(=O)CN2C(=O)NC(C)(c3ccc(Cl)cc3)C2=O)c(Br)c1 (stereo unspecified)	-4	0	123	-2.6	12	-5	3.5	-18	2.3	0.8	1
CCC(=O)N1c2ccc(S(=O)(=O)CCC(=O)NCc3cccs3)cc2CC1C (stereo unspecified)	0	6	103	2.2	28	-10	-4.2	22	0.2	0.5	-8
CCCNC(=O)Nc1nnc(C2CC2)s1	-9	-5	98	3.9	-24	-5	-1.5	8	0.2	0.3	14
Cc1ccc(C(=O)CN(C(=O)c2ccc(Cl)c(Cl)c2)N2C(=O)C3CCCCC3C2=O)cc1C (stereo unspecified)	-9	3	101	2.2	.	-2	2.3	-11	-2.4	-2.2	-6
CC(C)(C)c1ccc(C(=O)Nc2ccc(NC(=O)C(=O)O)cc2)o1	96	-4	97	2.0	-21	3	0.5	-2	1.3	1.5	-10
CN(C)C(=O)CCc1nc(-c2ccc(C(C)(C)C)cc2)no1	-2	-1	94	1.3	12	-7	-2.4	12	4.8	0.7	3

3 structures already listed, ordered by length of the SMILES, smallest number first.
SMILES	Mot1-301 SUMO	HTR5A ag	Pemphigus Ab inh	phage Ecoli inh	PfHsp90 set2	PKA-R1A act	MOR-DOR ag	OPRM1-OPRD1 inv	AddAB inh	Ecoli viability	HTR5A inv ag
CN(CC(=O)Nc1ccccc1C(=O)NC1CC1)Cc1ccco1	102	-1	103	4.8	-14	-1	-3.0	12	1.6	-2.8	17
CN(C(=O)CCc1nnc(CCCCc2ccccc2)o1)C1CCOCC1	5	2	99	1.5	-3	-16	0.4	-2	-0.1	-0.4	-5
Cc1ccc(C(=O)CN(C(=O)c2ccc(Cl)c(Cl)c2)N2C(=O)C3CCCCC3C2=O)cc1C (stereo unspecified)	-9	3	101	2.2	.	-2	2.3	-11	-2.4	-2.2	-6

Next part.
SMILES	Mot1-301 SUMO	HTR5A ag	Pemphigus Ab inh	phage Ecoli inh	PfHsp90 set2	PKA-R1A act	MOR-DOR ag	OPRM1-OPRD1 inv	AddAB inh	Ecoli viability	HTR5A inv ag
COc1ccccc1OCC(=O)NC1CC(C)(C)NC(C)(C)C1	1	-2	106	0.6	-6	-7	-2.4	13	2.0	2.7	6
CCOc1ccc(-c2nc(-c3ccc(OC)cc3)no2)cc1OCC	4	-1	94	2.2	0	4	1.3	-7	3.1	-2.5	-15
COc1ccc(S(=O)(=O)Nc2c(NC3CCCCC3)c3ccccc3oc2=O)cc1OC	-10	5	105	3.4	-33	2	-1.0	5	2.4	-0.6	-10
N/C(=N\OC(=O)Cc1cccs1)c1ccc(Br)cc1	31	-1	87	2.5	16	-9	0.7	-5	2.7	-1.0	4
Cc1ccc(S(=O)(=O)CCC(=O)OCC(=O)NC(C)c2ccccc2)cc1 (stereo unspecified)	-9	-2	94	2.3	-11	-18	-1.8	9	1.8	1.4	6
COc1ccc(C2C(C(=O)c3ccc(C)o3)=C(O)C(=O)N2Cc2cccnc2)cc1OC (stereo unspecified)	-13	-2	94	1.4	1	-6	0.2	-1	1.9	1.1	4
O=C(CSc1nnc(-c2ccncc2)o1)N1CCCCCC1	.	4	.	3.4	-14	6	-3.5	16	.	.	-4
COc1ccc(NS(=O)(=O)c2cccc(C(=O)NCC3CCCO3)c2)cc1 (stereo unspecified)	23	-1	102	2.1	23	-8	-4.3	21	-3.6	-0.3	-5
CCOc1ccc(NC(=O)CCCc2cc(-c3ccc(OCC)cc3)on2)cc1	63	4	98	0.9	-36	-7	1.0	-5	1.7	-1.7	5
O=C(NCc1cccnc1)C1CC(c2ccccc2Cl)=NO1 (stereo unspecified)	5	-3	109	0.3	-4	8	1.4	-7	-0.5	-4.2	8
CCCn1c(N)c(Sc2ccc(Cl)cc2)c(=O)n(CCC)c1=O	-8	5	116	1.5	3	-5	-1.3	8	3.2	-0.4	-20
Cc1ccc(-c2nc(CN(C)Cc3cccc4cnccc34)c(C)o2)s1	2	1	89	1.4	14	-8	-3.8	19	1.3	-2.7	15
COc1ccccc1CC(=O)N1CCC(n2nccc2NC(=O)C2CCOC2)CC1 (stereo unspecified)	-4	-5	102	4.2	15	-1	-3.0	17	1.8	1.5	-10
O=C1c2ccccc2NC(c2cccs2)N1O (stereo unspecified)	.	1	106	3.0	.	1	0.0	0	.	.	-6
N#Cc1c(-c2ccncc2)cc(-c2ccc(F)cc2)nc1N	-2	0	99	0.9	-1	-1	-2.1	10	-0.7	-1.9	0
Cc1cc(Br)ccc1NCc1ccccn1	-12	0	101	-3.3	-15	-8	-1.6	9	-0.2	-2.3	29
CCC1=NN(C(=O)C(=O)Nc2ccc(Br)cc2)C(O)(C(F)(F)F)C1 (stereo unspecified)	-3	0	105	3.4	14	8	0.5	-3	1.4	0.0	7
Cc1cc(C)c2c(=O)c(C#N)coc2c1	87	-1	.	3.3	-1	-6	-2.5	13	0.9	2.8	25
COc1ccc(NC(=O)CN(C2CCCCC2)S(C)(=O)=O)cc1OC	-8	1	107	3.7	-3	9	-3.0	16	0.5	-0.4	-4
O=C(NCc1cccnc1)C(=O)NCC1CCCO1 (stereo unspecified)	331	6	100	0.8	10	3	0.2	-2	-0.4	-0.2	-18
COCCOC(=O)c1c(C)n(C)c2ccc(OC(=O)C3CC3)cc12	-4	-2	98	1.6	.	-22	-0.5	2	1.7	-0.9	2
O=C(O)C1CCN(S(=O)(=O)c2cccc3nsnc23)CC1	-1	3	107	1.1	19	-3	-0.9	5	5.4	0.3	2
O=C(CCN1C(=O)C2C3CCC(C3)C2C1=O)OCC(=O)c1ccc(Br)cc1 (stereo unspecified)	-24	2	118	0.7	-30	12	-2.8	16	5.7	0.6	-8
COc1ccc(NC(=O)c2cc(Br)ccc2Cl)c(OC)c1	6	4	74	4.6	2	-12	0.1	0	0.2	0.8	-9
CCCCn1c(SCC(=O)NCc2ccco2)nc2ccc(N3CCOCC3)cc2c1=O	8	2	106	2.0	.	4	0.5	-2	1.9	0.4	-16
Cc1cccc(-n2c(O)cnc2Nc2nc(C)cc(C)n2)c1	2	.	100	2.6	6	.	.	.	4.7	1.2	.
COc1ccc(/C=C/C(=O)c2ccc3c4c(cccc24)CC3)cc1	3	3	112	4.1	-17	12	-1.4	8	3.6	2.9	-5
Cc1ccccc1N1C(S)=C(C#N)C(=O)NC1c1cccs1 (stereo unspecified)	-7	-2	.	0.6	4	3	-0.8	5	0.0	-2.0	6
O=C(Nc1ccc2ccccc2c1)C(c1ccccc1)C1CCCC1 (stereo unspecified)	-14	10	97	1.7	-11	-2	5.7	-39	-0.2	-1.0	-12
COc1cccc(C(=O)NCC2CCCN2S(=O)(=O)c2cccs2)c1 (stereo unspecified)	111	0	107	6.1	.	-5	-2.1	11	0.9	1.6	1
O=CN1CCN(C(C(=O)NC2CCCCC2)c2cc3c(cc2[N+](=O)[O-])OCO3)CC1 (stereo unspecified)	-20	1	113	2.5	.	1	-0.3	2	2.7	-1.0	-2
CCCc1c(OCCCOc2ccc(OCC(=O)O)cc2)ccc(C(C)=O)c1O	3	1	127	2.6	-2	-8	-0.7	4	-1.4	0.6	-4
O=C(c1ccc(Br)o1)N1CCN(CCOc2ccccc2)CC1	19	4	107	2.1	-9	-1	0.8	-6	3.3	-1.1	-11
CC(=O)C1=C(C)N(Cc2ccccc2)C(=O)N[C@H]1c1cccc(F)c1	0	7	107	1.4	-1	-1	-1.3	8	1.3	-0.7	-19
CCCCOc1ccc(C(C)NC(=O)CCS(=O)(=O)Cc2ccccc2Cl)cc1 (stereo unspecified)	12	9	13*	1.0	4	-24	6.7	-37	3.2	-2.3	-13
O=C(CSc1nc2cc(Cl)ccc2s1)Nc1cccc(S(=O)(=O)N2CCOCC2)c1	-2	5	128	4.7	29	-4	1.6	-9	3.2	-0.9	-3
Cc1ccc(-c2nn(CC(N)=O)c(=O)c3ccccc23)cc1S(=O)(=O)N(C)C	-8	-3	98	2.2	-4	-14	-2.8	14	1.4	1.1	12
Cn1c(NCC(O)c2ccccc2)nc2c1c(=O)n(Cc1ccc(Cl)c(Cl)c1)c(=O)n2C (stereo unspecified)	i	-3	99	1.5	2	3	3.1	-18	2.2	-1.6	9
Cc1ccccc1OCC(=O)NC(=S)Nc1ccc(S(=O)(=O)NC2CCCCC2)cc1	-21	2	.	0.1	9	4	3.4	-14	3.4	1.9	-10
Cc1noc(NS(=O)(=O)c2ccc(NC(=O)NC(C)(C(F)(F)F)C(F)(F)F)cc2)c1C	21	1	111	4.3	33	2	0.4	-2	3.0	2.1	-4
Cc1cc(C)n(-c2nc(-c3ccc(Cl)c(Cl)c3)cs2)n1	0	1	103	1.4	-6	9	-0.4	2	1.4	-0.2	14
Cc1ccc(Cn2nnc3c(=O)[nH]c(C4CCN(S(=O)(=O)/C=C/c5ccccc5)CC4)nc32)cc1	515	0	92	-1.7	-36	-8	2.0	-11	1.0	0.4	0
COc1ccc(NC(=S)N(CCCN2CCC(C)CC2)Cc2cccs2)cc1Cl	3	-1	.	3.7	19	1	4.3	-20	-0.8	0.1	3
CCOc1ccc(NC(=O)CN2CCN(CC(=O)c3ccc(OCC)cc3)CC2)cc1	.	-5	.	2.2	0	5	-0.5	2	.	.	11
CCn1c(CSc2nc(C)cc(C)n2)nnc1SCC(=O)Nc1nc(-c2ccccc2)cs1	-9	-2	99	0.6	14	-9	-2.0	10	1.0	0.1	6
Cc1ccc(C(=O)C(C)OC(=O)Cn2cnc3c2c(=O)n(C)c(=O)n3C)cc1 (stereo unspecified)	1	-4	97	0.9	9	-2	-0.3	2	-1.2	-0.8	11
